PMI act hi M6P = PMI (human) activation, high substrate | coupled PMI enzyme assay, resazurin fluorescence, 20 min; stronger effect = higher value; 1 = untreated enzyme, 0 = substrate-free blank | activation factor at 20 µM | 190,000 compounds, 0.34% hits;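 active means activation factor of 2 or more at 20 µM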
Target sequence (P34949 whole entry, looked up): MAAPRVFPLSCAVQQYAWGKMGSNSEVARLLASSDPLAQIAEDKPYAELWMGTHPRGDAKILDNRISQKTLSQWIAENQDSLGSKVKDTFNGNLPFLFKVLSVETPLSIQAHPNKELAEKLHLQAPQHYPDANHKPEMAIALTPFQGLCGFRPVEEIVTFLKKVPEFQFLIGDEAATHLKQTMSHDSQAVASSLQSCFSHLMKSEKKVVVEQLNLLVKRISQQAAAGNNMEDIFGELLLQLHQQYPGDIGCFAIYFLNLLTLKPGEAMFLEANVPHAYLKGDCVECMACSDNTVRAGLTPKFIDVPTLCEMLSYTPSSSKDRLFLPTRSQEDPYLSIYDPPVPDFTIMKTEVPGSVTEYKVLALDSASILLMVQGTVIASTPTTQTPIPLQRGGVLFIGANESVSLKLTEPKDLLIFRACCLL
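Test system: human phosphomannose isomerase with PGI, G6PDH, diaphorase coupling enzymes; amount: 15 ng/mL PMI; incubation: enzyme reaction with compound 20 min at room temperature; technique: resorufin fluorescence (Ex 544/Em 590 nm) from resazurin via diaphorase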
PMI act = increases human mannose-6-phosphate isomerase activity; P34949; AID 1214; activation factor at 20 µM; 190,000 compounds, 0.005% hits; purified human PMI, coupled resazurin fluorescence, 20 min; stronger effect = higher value; 1 = vehicle control, 0 substrate-free wells;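 active means activation factor of 2 or more at 20 µM, relative to plate controls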
TNAP inh hi DEA = TNAP (human) inhibition, high acceptor; inhibition, % at 20 µM; purified TNAP, CDP-star luminescence, 1 M DEA; 200,000 compounds, 0.03% hits;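 active means over 50% inhibition of tissue-nonspecific alkaline phosphatase at 20 µM in the single-dose screen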;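 further: plate controls were DMSO wells for no effect and EDTA-quenched wells as full inhibition for full effect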
Target sequence (P05186 whole entry, looked up): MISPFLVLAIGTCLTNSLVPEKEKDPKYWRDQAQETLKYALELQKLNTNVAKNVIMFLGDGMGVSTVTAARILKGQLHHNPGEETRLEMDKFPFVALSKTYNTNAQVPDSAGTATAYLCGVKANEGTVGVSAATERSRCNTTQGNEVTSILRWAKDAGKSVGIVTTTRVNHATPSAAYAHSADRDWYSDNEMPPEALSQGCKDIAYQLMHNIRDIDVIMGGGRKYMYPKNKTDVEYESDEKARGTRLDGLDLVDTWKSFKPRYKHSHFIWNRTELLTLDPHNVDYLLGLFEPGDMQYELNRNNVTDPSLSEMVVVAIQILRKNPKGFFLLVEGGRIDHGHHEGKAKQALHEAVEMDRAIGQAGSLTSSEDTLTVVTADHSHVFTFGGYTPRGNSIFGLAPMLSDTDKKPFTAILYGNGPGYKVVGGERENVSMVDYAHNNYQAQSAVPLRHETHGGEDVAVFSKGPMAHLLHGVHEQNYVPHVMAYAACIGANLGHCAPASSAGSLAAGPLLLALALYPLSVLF
TNAP act hi DEA = TNAP (human) activation, high acceptor | P05186 | purified TNAP, CDP-star luminescence, 1 M DEA, 30 min; stronger effect = higher value; 0 = EDTA background, 1 = DMSO-only activity | activation factor at 20 µM | 200,000 tested, under 10 active;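 active means activation factor at least 2 at 20 µM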
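Control set: EDTA negative control, DMSO positive control / Assay system: human TNAP / Quantity: TNAP 1/800 final / Evaluation: TNAP activation factor scaled between EDTA and DMSO control wells / Measured by: luminescent substrate turnover signal / Compound dosing: one dose, 20 µM / Times: 30 min enzyme reaction at room temperature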
TNAP inh noacc = blocks human TNAP activity with no phosphate acceptor present | P05186 | inhibition, % at 20 µM | AID 1012 | 200,000 compounds, 0.26% hits | purified TNAP, CDP-star luminescence, 30 min;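 active means tissue-nonspecific alkaline phosphatase inhibition above about 50% at 20 µM in the single-dose screen, limit read from the data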;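 further: 0% = DMSO negative control and 100% = EDTA positive control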
Diaph inh CS = counter-screen for diaphorase-based assays: diaphorase inhibitors and chemical oxidizers; inhibition, % at 20 µM; diaphorase resazurin-to-resorufin fluorescence, NADH, 16 min; bacterial (C. kluyveri) enzyme, not human; 190,000 compounds, 0.69% hits;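 active means primary screen inhibition at 20 µM above a set limit, cut at about 50% in these data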;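 further: plate controls were DMSO with full reaction for no effect and wells lacking NADH for full effect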
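System: Diaphorase enzyme from Clostridium kluyveri | Amount: Enzyme working solution with 0.14 U/mL diaphorase | Benchmarks: No-NADH positive control and DMSO neutral control | Signal: Fluorescence of resorufin formed from resazurin, Ex 544/Em 590 nm | Schedule: 16-min room-temperature incubation before reading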
bIAP inhibitor = blocks bovine intestinal alkaline phosphatase activity; purified bovine IAP, CDP-star luminescence, 30 min; AID 1019; 190,000 tested, under 10 active; inhibition, % at 20 µM;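 active means over 50% inhibition of intestinal alkaline phosphatase at 20 µM in the single-dose screen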
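test system = bovine IAP enzyme | medium = DEA buffer 100 mM, pH 9.8, with MgCl2 1.0 mM, ZnCl2 0.02 mM | detection = luminescence | dosing = single compound dose of 20 µM, 2% DMSO final | incubation = 30 min reaction at room temperature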
L major viab = inhibitors of Leishmania major promastigote growth | 200,000 compounds, 9% hits | Leishmania major promastigotes, resazurin fluorescence viability | inhibition, % at 10 µM | AID 1063; in the data active means inhibition above about 50%;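 further: promastigotes grown with compound for 44 hours at 28 °C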
bIAP activator = intestinal alkaline phosphatase (bovine) activation. purified bovine IAP, CDP-star luminescence, 30 min; stronger effect = higher value; fold of DMSO-control signal, blank-subtracted. activation factor at 20 µM. 200,000 compounds, 0.17% hits;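 active means activation factor of 2 or more at 20 µM, a signal rise over negative controls twice the positive control's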
Diaph act CS = counter-screen for diaphorase-based assays: diaphorase activators and chemical reducers | Diaphorase/resazurin coupled assay, resorufin fluorescence, 16 min; stronger effect = higher value; 1 = vehicle wells, 0 = NADH-free wells | activation factor at 20 µM | 190,000 compounds, 0.005% hits;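 active means diaphorase activity raised at least twofold by the compound at 20 µM; inactive means activation factor below 2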
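Measured by – red resorufin fluorescence at 544/590 nm excitation/emission · Test system – Clostridium kluyveri diaphorase, purified enzyme · Incubation – reaction time 16 min, room temperature · Buffer or medium – 50 mM HEPES pH 7.4 with 4.542 mM MgCl2, 0.005% Tween 20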
An asterisk follows results filed as active. An excerpt (hit frequency here may not be typical).

SMILES | PMI act hi M6P | PMI act | TNAP inh hi DEA | TNAP act hi DEA | TNAP inh noacc | Diaph inh CS | bIAP inhibitor | L major viab | bIAP activator | Diaph act CS
CCN(CC)c1ccc(CC2C(=O)N(C)C(=O)N(C)C2=O)cc1 | 0.9 | 1.1 | 3 | 1 | -6 | 14 | 14 | 2 | 0.9 | 0.9
CCCCn1c(N)c(N(CCOC)C(=O)CN2CC=C(c3ccccc3)CC2)c(=O)[nH]c1=O | 1 | 1 | 0 | 1 | -11 | 1 | -11 | -1 | 1.1 | 1
O=c1cccc2n1CC1CC2CN(c2ncnc3c2cnn3-c2ccccc2)C1 (stereo not given) | 1 | 1 | -10 | 1.1 | -19 | 14 | 7 | -1 | 0.9 | 0.9
O=C(c1cc(-c2cccnc2)nc2ccc(Cl)cc12)N1CCC2(CC1)OCCO2 | 0.9 | 0.8 | -1 | 1 | -7 | 24 | -1 | 1 | 1 | 0.8
O=C1Nc2ccccc2Sc2ccccc21 | 1 | 1 | -6 | 1.1 | -5 | -1 | 4 | 4 | 1 | 1
CC(C)C[C@H](NC(=O)[C@@H]1CCCN1C(=O)[C@@H](N)Cc1ccc(O)cc1)C(=O)NCC(N)=O | 0.9 | 0.9 | -4 | 1 | -7 | 7 | 6 | -7 | 0.9 | 0.9
COc1ccc2nc(NC3=NCCN3)sc2c1 | 1 | 0.9 | 2 | 1 | -5 | 6 | 19 | 1 | 0.8 | 0.9
O=C(COc1ccc(Cl)cc1)N1CCN(C/C=C/c2ccccc2)CC1 | 1 | 0.9 | -8 | 1.1 | -12 | 19 | 5 | 89* | 0.9 | 0.8
COC(=O)C(O)(c1c(C)[nH]c2ccccc12)C(F)(F)F (stereo not given) | 1 | 1 | -5 | 1 | -14 | 12 | 0 | -3 | 1 | 0.9
OCC#CC[N+]1(CC#Cc2ccccc2)CCOCC1 | 1 | 1 | 3 | 1 | -6 | 4 | 12 | 0 | 0.9 | 1
CSCCC(N=Cc1c(O)n(-c2ccc(Cl)cc2)c(=O)[nH]c1=O)C(=O)OC(C)(C)C (stereo not given) | 1 | 1 | 0 | 1 | 2 | 5 | 0 | 3 | 1 | 0.9
CCOc1ccccc1N=C1SCCCN1C | 1.1 | 1 | -6 | 1.1 | -8 | 14 | 2 | 19 | 1 | 0.9
CC(=O)c1cn(Cc2ccccc2C#N)c2ccccc12 | 0.9 | 0.9 | -4 | 1 | -12 | 19 | 8 | -3 | 0.9 | 0.8
CN1C2CCC1CC(OC(=O)c1ccc([N+](=O)[O-])cc1)C2 (stereo not given) | 0.9 | 1 | 3 | 1 | -9 | 8 | -1 | 44 | 1 | 0.9
Cc1ccc(N2C(=O)NC(=O)/C(=C\c3cc(C)n(-c4sc5c(c4C#N)CCCC5)c3C)C2=O)cc1 | 1.3 | 1.2 | -2 | 1 | 3 | 14 | 16 | -6 | 0.8 | 0.9
CCCC[N+]12CCC(CC1)C(=C(c1ccccc1)c1ccccc1)C2 | 0.9 | 0.7 | -1 | 1 | -10 | 8 | -15 | 1 | 1.1 | 0.9
O=P(NS(=O)(=O)c1ccc(Br)cc1)(Oc1ccccc1)Oc1ccccc1 | 1.2 | 1.2 | -2 | 1 | -11 | -1 | -6 | -6 | 1.1 | 1
Cc1ccc(C)c(C2(O)CC(C)N(C)CC2C)c1 (stereo not given) | 1 | 1.1 | -5 | 1.1 | -4 | 9 | 5 | 11 | 0.9 | 0.9
CCOP(=O)(C#CC(C)(C)C)C(O)(c1ccccc1)C(F)(F)F (stereo not given) | 1.1 | 1 | 2 | 1 | -3 | -8 | 5 | -9 | 1 | 1.1
O=C(O)CCn1cc(C=C2C(=O)NC(=S)NC2=O)c(-c2cccc(Cl)c2)n1 | 1 | 0.4 | -5 | 1 | -1 | 25 | 14 | -1 | 0.9 | 0.8
COc1cccc(CCNCc2ccc(SC)cc2)c1 | 1.1 | 1 | -4 | 1 | -16 | 7 | 19 | 51* | 0.8 | 0.9
Cn1c(O)c(N=Nc2cccc(S(=O)(=O)N3CCOCC3)c2)c(=O)n(C)c1=O | 1 | 1 | 13 | 0.9 | 8 | 7 | 15 | 3 | 0.8 | 0.9
COc1ccc(-n2c(C)cc(C(=O)C[N+]34CCN(CC3)CC4)c2C)cc1 | 0.9 | 0.8 | -4 | 1 | -11 | 11 | 4 | -3 | 1 | 0.9
O=c1[nH]c(=S)n(C2CC2)c(O)c1/C=N/Nc1cccc2ccccc12 | 1.2 | 1.3 | 9 | 0.9 | 7 | 41 | 8 | -1 | 0.9 | 0.6
COc1cccc(NC(=O)N2CCC3(CC2)OCCO3)c1 | 1 | 0.9 | 5 | 1 | -15 | 2 | 7 | 4 | 0.9 | 1
Cc1cccnc1-n1c(CN2C(=O)c3ccccc3C2=O)nc2ccccc2c1=O | 1 | 1 | -7 | 1.1 | -13 | 11 | -4 | -3 | 1 | 0.9
COc1ccc(/C=C2\C(=O)NC(=O)N(CCC3=CCCCC3)C2=O)c(OC)c1 | 0.9 | 0.9 | -2 | 1 | -17 | 9 | 11 | -1 | 0.9 | 0.9
CCCOc1ccc(N2C(=O)CC(N3CC=C(c4ccccc4)CC3)C2=O)cc1 (stereo not given) | 1 | 1.2 | 4 | 1 | -6 | 9 | 2 | -5 | 1 | 0.9
COc1ccc(F)cc1C(=O)C1CCCN(Cc2cnc(C)s2)C1 (stereo not given) | 0.9 | 0.9 | -2 | 1 | -2 | 4 | -12 | 25 | 1.1 | 1
Cc1nc2ccccc2c(=O)n1-c1ccccc1C(F)(F)F | 1.1 | 1.1 | -4 | 1 | -10 | -4 | 6 | 1 | 0.9 | 1

Part of the list above in order of count of non-hydrogen atoms, smallest number first:
SMILES | PMI act hi M6P | PMI act | TNAP inh hi DEA | TNAP act hi DEA | TNAP inh noacc | Diaph inh CS | bIAP inhibitor | L major viab | bIAP activator | Diaph act CS
O=C1Nc2ccccc2Sc2ccccc21 | 1 | 1 | -6 | 1.1 | -5 | -1 | 4 | 4 | 1 | 1
COc1ccc2nc(NC3=NCCN3)sc2c1 | 1 | 0.9 | 2 | 1 | -5 | 6 | 19 | 1 | 0.8 | 0.9
COc1cccc(CCNCc2ccc(SC)cc2)c1 | 1.1 | 1 | -4 | 1 | -16 | 7 | 19 | 51* | 0.8 | 0.9
Cc1nc2ccccc2c(=O)n1-c1ccccc1C(F)(F)F | 1.1 | 1.1 | -4 | 1 | -10 | -4 | 6 | 1 | 0.9 | 1
CCOP(=O)(C#CC(C)(C)C)C(O)(c1ccccc1)C(F)(F)F (stereo not given) | 1.1 | 1 | 2 | 1 | -3 | -8 | 5 | -9 | 1 | 1.1
O=c1[nH]c(=S)n(C2CC2)c(O)c1/C=N/Nc1cccc2ccccc12 | 1.2 | 1.3 | 9 | 0.9 | 7 | 41 | 8 | -1 | 0.9 | 0.6
COc1ccc(-n2c(C)cc(C(=O)C[N+]34CCN(CC3)CC4)c2C)cc1 | 0.9 | 0.8 | -4 | 1 | -11 | 11 | 4 | -3 | 1 | 0.9
O=P(NS(=O)(=O)c1ccc(Br)cc1)(Oc1ccccc1)Oc1ccccc1 | 1.2 | 1.2 | -2 | 1 | -11 | -1 | -6 | -6 | 1.1 | 1
O=c1cccc2n1CC1CC2CN(c2ncnc3c2cnn3-c2ccccc2)C1 (stereo not given) | 1 | 1 | -10 | 1.1 | -19 | 14 | 7 | -1 | 0.9 | 0.9
CSCCC(N=Cc1c(O)n(-c2ccc(Cl)cc2)c(=O)[nH]c1=O)C(=O)OC(C)(C)C (stereo not given) | 1 | 1 | 0 | 1 | 2 | 5 | 0 | 3 | 1 | 0.9
CC(C)C[C@H](NC(=O)[C@@H]1CCCN1C(=O)[C@@H](N)Cc1ccc(O)cc1)C(=O)NCC(N)=O | 0.9 | 0.9 | -4 | 1 | -7 | 7 | 6 | -7 | 0.9 | 0.9
CCCCn1c(N)c(N(CCOC)C(=O)CN2CC=C(c3ccccc3)CC2)c(=O)[nH]c1=O | 1 | 1 | 0 | 1 | -11 | 1 | -11 | -1 | 1.1 | 1
Cc1ccc(N2C(=O)NC(=O)/C(=C\c3cc(C)n(-c4sc5c(c4C#N)CCCC5)c3C)C2=O)cc1 | 1.3 | 1.2 | -2 | 1 | 3 | 14 | 16 | -6 | 0.8 | 0.9

The results go on.
SMILES | PMI act hi M6P | PMI act | TNAP inh hi DEA | TNAP act hi DEA | TNAP inh noacc | Diaph inh CS | bIAP inhibitor | L major viab | bIAP activator | Diaph act CS
Cc1ncc(CN2CCCC(C(=O)c3ccc(C(C)(C)C)cc3)C2)s1 (stereo not given) | 0.9 | 0.9 | -5 | 1 | -8 | 18 | 2 | 91* | 1 | 0.8
Fc1ccc(CCNCc2cccc(Cl)c2)cc1 | 0.9 | 0.9 | -4 | 1 | -10 | 17 | 17 | 43 | 0.8 | 0.8
CCCc1nnc(NC(=O)CCC(=O)N2CCN(CCOC(c3ccccc3)c3ccccc3)CC2)s1 | 1 | 0.9 | 3 | 1 | -1 | 23 | -8 | 15 | 1.1 | 0.8
Cc1ccc(OCC(=O)N2CCN(CC3CC4C=CC3C4)CC2)cc1 (stereo not given) | 0.9 | 0.8 | -3 | 1 | -6 | 20 | -12 | 78* | 1.1 | 0.8
CC(=NCC1CCCO1)c1c(O)n(C)c(=O)n(C)c1=O (stereo not given) | 0.9 | 1 | -5 | 1 | -15 | 18 | 15 | -4 | 0.9 | 0.8
Cc1ccc(-n2c(O)c(C=NCCN(C)C)c(=O)[nH]c2=O)cc1 | 0.9 | 0.9 | 1 | 1 | -2 | 14 | 2 | -5 | 1 | 0.9
CCN(CC)C(=O)c1ccc(NC(=O)COc2ccc([N+](=O)[O-])cc2Cl)cc1 | 1 | 0.8 | -4 | 1 | 2 | 12 | 24 | 50* | 0.8 | 0.9

High-throughput results deposited in PubChem BioAssay by several laboratories.
